N370S GC – qHTS Assay for Inhibitors and Activators of N370S glucocerebrosidase as a Potential Chaperone Treatment of Gaucher Disease; Lysosomal acid glucosylceramidase (Homo sapiens), P04062; N370S GC spleen homogenate, 4MU-glucoside fluorescence; Potency, µM (highest dose often 59.4 µM), for the others: top-dose activity change, negative = inhibition, usual class: inhibitors; actives 0.092% (n = 330,000);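 note: 0% = full enzyme activity and -100% = no enzyme basal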
FEN1 inhibitor – qHTS Assay for the Inhibitors of Human Flap endonuclease 1 (FEN1); Recombinant FEN1 flap cleavage, fluorescence, 15 min; P39748; actives 0.35% (n = 390,000); Potency, µM (top dose mostly 114 µM), without a hit: top-dose activity change, negative = inhibition, most hits filed as inhibitors; AID 588795, 2011; note: nearly all actives have a fitted effect of over 65% in size
Target sequence (P39748 whole entry, looked up): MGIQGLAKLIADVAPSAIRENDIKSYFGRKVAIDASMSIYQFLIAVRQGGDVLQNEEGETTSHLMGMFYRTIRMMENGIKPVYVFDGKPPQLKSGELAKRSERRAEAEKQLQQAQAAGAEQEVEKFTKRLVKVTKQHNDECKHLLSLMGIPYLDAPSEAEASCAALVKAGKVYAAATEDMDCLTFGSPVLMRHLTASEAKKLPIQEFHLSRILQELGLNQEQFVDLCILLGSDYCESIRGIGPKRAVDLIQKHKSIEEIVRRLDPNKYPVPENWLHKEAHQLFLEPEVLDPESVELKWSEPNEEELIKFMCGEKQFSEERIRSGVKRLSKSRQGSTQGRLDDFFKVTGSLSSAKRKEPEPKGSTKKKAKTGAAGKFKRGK
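Concentration–response screening of FEN1 (10 nM): 15 min compound preincubation at room temperature, reaction started with 50 nM substrate and read at 0 and 15 min. Corrected, normalized data were fitted by a four-parameter Hill equation.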
TDP1 inh – qHTS Assay for Inhibitors of Tyrosyl-DNA Phosphodiesterase (TDP1); Potency, µM (doses to about 130 µM), without a hit: top-dose activity change, negative = inhibition, usual class: inhibitors; recombinant TDP1, AlphaScreen DNA substrate cleavage; Tyrosyl-DNA phosphodiesterase 1 (Homo sapiens), Q9NUW8; actives 0.28% (n = 350,000); note: nearly all actives have a fitted effect of over 40% in size
Target sequence (Q9NUW8 whole entry, looked up): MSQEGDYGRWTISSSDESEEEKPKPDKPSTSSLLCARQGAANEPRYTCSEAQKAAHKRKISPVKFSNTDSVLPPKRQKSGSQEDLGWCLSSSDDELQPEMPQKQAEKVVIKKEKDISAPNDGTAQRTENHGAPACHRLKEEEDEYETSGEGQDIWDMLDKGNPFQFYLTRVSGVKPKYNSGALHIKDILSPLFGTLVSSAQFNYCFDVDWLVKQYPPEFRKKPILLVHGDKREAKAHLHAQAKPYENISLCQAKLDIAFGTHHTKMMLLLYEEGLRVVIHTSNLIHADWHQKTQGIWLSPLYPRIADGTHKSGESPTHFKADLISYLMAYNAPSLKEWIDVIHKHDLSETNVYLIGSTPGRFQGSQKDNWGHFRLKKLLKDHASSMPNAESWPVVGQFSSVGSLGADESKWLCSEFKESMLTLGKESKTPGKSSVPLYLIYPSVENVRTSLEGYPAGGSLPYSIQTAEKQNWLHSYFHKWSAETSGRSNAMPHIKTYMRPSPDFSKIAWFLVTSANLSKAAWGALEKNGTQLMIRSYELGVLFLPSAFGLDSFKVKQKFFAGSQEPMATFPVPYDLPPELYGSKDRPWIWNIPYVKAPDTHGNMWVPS
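AlphaScreen read-out: signal falls as enzyme removes the 3' tyrosine-FITC from a 5'-biotinylated DNA oligo (15 nM, 5 min, RT). Enzyme was E. coli-made recombinant Tdp1 at 1 nM, exposed to compound for 15 min beforehand; beads 10 ug/ml, 10 min.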
* = called active by the depositor; ? = inconclusive; . = no result given; & = joins results of further samples; [ ] = another dose, or the depositor's remark. Calls come from the whole dose curve; as a rule, active = well fitted curve in the direction sought with a large enough effect; inconclusive = small, poorly fitted or top-dose-only effect, or another doubt; inactive = no such curve, though single readings can be large; an effect the other way counts as inactive or inconclusive. Unless noted, % is set by controls: 0 for no effect and ±100 for the full control effect; potency is the fitted concentration of half-maximal effect.

SMILES	N370S GC	FEN1 inhibitor	TDP1 inh
O=C(Nc1ccccc1)c1ccccc1N=Cc1cccc(O)c1	29%	0%	-3%
CCOC(=O)C(CC)Sc1ccc2nnc(CCNS(=O)(=O)c3ccc(C)cc3)n2n1 (stereo not given)	.	-2%	0%
O=C(NC1CCN(C(=O)Nc2ccc(F)cc2)CC1)c1cccc(F)c1	-7%	-3%	-7%
CC(=O)N1c2ccccc2C(=O)C1N1CCN(c2cccc(Cl)c2)CC1 (stereo not given)	.	5%	5%
C[C@@H]1C[C@@H]2[C@H]3CCC4=CC(=O)C=C[C@]4(C)[C@]3(F)[C@@H](O)C[C@@]2(C)[C@@]1(O)C(=O)CO	1%	.	13%[56.1 µM]
O=C(O)c1ccccc1-c1ccccc1C(=O)NCc1cccnc1	-1%	-2%	3%
CC(C)(C)c1cc(C(=O)N/N=C/c2cc3c(cc2Br)OCO3)n[nH]1	-1%	-2%	5%
COc1ccc(S(=O)(=O)N2CCCCCC2)cc1NC(=O)Cc1cc(OC)c(OC)c(OC)c1	-8%	0%	3%
CC1(CCc2ccccc2)NC(=O)N(Cc2cc([N+](=O)[O-])cc3c2OCOC3)C1=O (stereo not given)	13%	5%	2%
COC(=O)C1CCN(C(=O)COC(=O)c2ccc(N3CCCC3=O)cc2)CC1	.	19%	0%
O=C(NCC1CCCO1)c1cccs1 (stereo not given)	3%	-1%	2%
Cc1cc(C)n(CC(=O)N/N=C/c2ccc([N+](=O)[O-])s2)n1	-11%	-6%	3%
O=C1OC(N2C(=O)CC[C@H]2C(=O)Nc2ccc(F)c(F)c2)c2ccccc21 (stereo not given in full)	2%	-4%	.
CC(C)CN(C(=O)CN1CCCCCC1)c1c(N)n(CC(C)C)c(=O)[nH]c1=O	8%	0%	0%
COC(=O)C1C(O)=C(C=NC2CCCCC2)C(=O)CC1(C)C (stereo not given)	1%	-6%	-2%

Molecules from the list above that have a nitro group on carbon:
SMILES	N370S GC	FEN1 inhibitor	TDP1 inh
CC1(CCc2ccccc2)NC(=O)N(Cc2cc([N+](=O)[O-])cc3c2OCOC3)C1=O (stereo not given)	13%	5%	2%
Cc1cc(C)n(CC(=O)N/N=C/c2ccc([N+](=O)[O-])s2)n1	-11%	-6%	3%

Further entries.
SMILES	N370S GC	FEN1 inhibitor	TDP1 inh
CCn1c(NC(=O)c2cccc(Cn3cc(Cl)cn3)c2)nc2ccccc21	7%	-10%	8%
Cc1n[nH]c(C)c1NC(=O)CSc1nnnn1-c1cccc(F)c1	.	18%	0%
CSc1nnc(C(C)(C)C)c(=O)n1/N=C/c1ccc(C(C)C)cc1	2%	-6%	1%
COc1ccc(Cc2nnc(SCC(=O)c3ccccc3)o2)cc1	-8%	-2%	10%
CCCCCOc1ccc(CSc2n[nH]c(C)n2)cc1	5%	-13%	-11%
C#CC[N+](C)(C)CCCCCCCCC	7%	-2%	2%
Cc1cc(C)c2nc(-c3ccccn3)cc(C(=O)NCc3ccco3)c2c1	-1%	0%	-6%
CC1=C(C(=O)Nc2ccccc2)C(c2ccncc2)C(C#N)=C(SCC(=O)Nc2ccccc2)N1 (stereo not given)	1%	-2%	6%
Cc1oc(-c2ccccc2F)nc1CS(=O)(=O)CC(=O)NCCN1CCCC1	?	17%	4%
COc1cccc(CN(C)C(=O)COc2ccc(C(=O)c3ccc(Cl)cc3)cc2)c1OC	-7%	9%	-4%
CCCCC1CCC(C(=O)Nc2ccccc2)CC1 (stereo not given)	6%	-12%	5%
CCN(CC)CC(=O)NCC1(c2ccccc2)CCCC1	-1%	1%	-3%
O=C(O)C1CC(c2ccccc2F)=NO1 (stereo not given)	6%	-2%	-4%
COc1ccc(N2CC(NC(=O)Cc3cccs3)CC2=O)cc1 (stereo not given)	.	-2%	-8%
CC(C)c1ccc(N(C(=O)c2csnn2)C(C(=O)NC2CCCC2)c2cccnc2)cc1 (stereo not given)	-2%	13%	4%
Cc1cc(NC(=O)CCc2nc3cccnc3n2Cc2cccs2)ccc1Br	.	8%	6%
Cc1ccc(NC(=O)CSc2nc(=O)cc(N)n2CCc2ccccc2)cc1	-17%	-13%&-3%	3%&7%
CCOC(=O)CC(=O)CSc1[nH]c(=O)cc(C)c1C#N	7%	-23%	?
Cc1ccc(OCC(=O)OCc2nc3scc(-c4ccccc4)c3c(=O)[nH]2)cc1C	-2%	6%	.
Cc1ccccc1NC(=O)c1sc2nc3c(cc2c1N)CN(Cc1ccccc1)CC3	.	10%	6%
CCOC(=O)c1ccccc1NC(=O)c1ccccc1SC	10%	-13%	-1%
COc1ccc(N2CC(C(=O)N[C@@H](C)C(=O)NC3CCCCC3)CC2=O)cc1 (stereo not given in full)	-2%	0%	0%
CCc1ccccc1NC(=O)C(C#N)Cc1cccnc1 (stereo not given)	-6%	-3%	0%
COc1ccc(CNc2ncnc3nc[nH]c23)cc1	.	5%&14%	2%
CCOC(=O)c1cnc2nc[nH]n2c1=O	22%	-7%	1%
O=C(CSc1nnnn1-c1ccccc1)NCc1cccs1	2%	1%	1%
C=CCN(c1ccc(C(=O)Nc2cccc([N+](=O)[O-])c2)cc1)S(C)(=O)=O	0%	-11%	-8%
CCOc1ccc(N(C(=O)c2cnsn2)C(C(=O)NC2CCCCC2)c2ccncc2)cc1 (stereo not given)	-5%	-10%	-1%
Cc1nn(-c2nc(-c3ccco3)cc(C(F)(F)F)n2)c(C)c1Cl	-12%	-12%	6%
CN(Cc1ccccc1Cl)C(=O)C1CC(=O)N(c2ccc3c(c2)OCCO3)C1 (stereo not given)	-9%	1%	3%

Compound profiles (already shown). Screens in order: N370S GC, FEN1 inhibitor, TDP1 inh
CCOC(=O)c1ccccc1NC(=O)c1ccccc1SC is entered as 10%, -13%, -1%
COc1ccc(N2CC(C(=O)N[C@@H](C)C(=O)NC3CCCCC3)CC2=O)cc1 (stereo not given in full) is entered as -2%, 0%, 0%

Some of the entries above in another layout.
molecule | N370S GC | FEN1 inhibitor | TDP1 inh
Cc1cc(NC(=O)CCc2nc3cccnc3n2Cc2cccs2)ccc1Br | . | 8% | 6%
Cc1ccc(NC(=O)CSc2nc(=O)cc(N)n2CCc2ccccc2)cc1 | -17% | -13%&-3% | 3%&7%
CCOC(=O)CC(=O)CSc1[nH]c(=O)cc(C)c1C#N | 7% | -23% | ?
Cc1ccc(OCC(=O)OCc2nc3scc(-c4ccccc4)c3c(=O)[nH]2)cc1C | -2% | 6% | .
Cc1ccccc1NC(=O)c1sc2nc3c(cc2c1N)CN(Cc1ccccc1)CC3 | . | 10% | 6%
CCOC(=O)c1ccccc1NC(=O)c1ccccc1SC | 10% | -13% | -1%
COc1ccc(N2CC(C(=O)N[C@@H](C)C(=O)NC3CCCCC3)CC2=O)cc1 (stereo not given in full) | -2% | 0% | 0%

Next results follow.
SMILES	N370S GC	FEN1 inhibitor	TDP1 inh
Cc1cc(=O)oc2c3c(cc(OCC(=O)NCC(=O)O)c12)OC(C)(C)CC3	?	-8%	.
CCCNC(=O)OC[C@@H]1O[C@H](CCO/N=C2\c3cc(OC)ccc3O[C@H](c3cccc(OC)c3)[C@H]2O)C=C[C@@H]1Oc1ccc(OC)cc1	-7%[12.8 µM]	.	7%[21 µM]
C[C@@H](NC(=O)[C@@H]1Cc2ccccc2CN1)C(=O)NC1CCCCC1	-4%	3%	4%
O=C(CCc1ccc(S(=O)(=O)N2CCOCC2)cc1)N/N=C/c1ccc(O)c(O)c1O	2%	?	-8%
CCCNc1nc(N2CCOCC2)nc(N2CCOCC2)n1	4%	4%	-2%
CCOCCCNC(=O)CSc1nnc(-c2ccc(S(=O)(=O)N3CCCC3)cc2)n1C	-13%	3%	-11%
O=C(CSCc1ccco1)c1cccs1	11%	-19%	-9%
CCCCn1nnnc1NCc1cc(Cl)c(OC)c(OC)c1	-2%	-15%	0%
CCCCc1ccc(NC(=S)N2CCN(C(=O)OCC)CC2)cc1	1%	10%	.
O=c1[nH]c2ccc(S(=O)(=O)N3CCN(C4CCCCC4)CC3)cc2[nH]c1=O	0%	-7%	-1%
COc1cccc2[nH]c3c(N4CCCC(C)C4)ncnc3c12 (stereo not given)	0%	-8%	0%
CC1CCCN(c2ccc(C(=O)NCCc3ccccc3)cn2)C1 (stereo not given)	18%	-8%	9%
Cc1ccc(C(=O)NCC(=O)NCCSc2ccc(Br)cc2)cc1	-3%	0%	4%
COc1ccc(N/N=C(\C=N\O)C(=O)c2ccc(OC)cc2)cc1	3%[12.8 µM]	2%	9%
COc1cccc(CNS(=O)(=O)c2ccc(N3CCCC3=O)cc2)c1	-20%	4%	0%
Cn1c(=O)c2c(nc(NCc3cccnc3)n2Cc2ccccc2Cl)n(C)c1=O	6%	-16%	6%
O=C(Nc1ccnc(-c2cccnc2)n1)c1ccc(Cl)c(Cl)c1	-31%	-3%	1%
Cc1cc2cc(C(c3nnnn3CC3CCCO3)N3CCCc4ccccc43)c(=O)[nH]c2cc1C (stereo not given)	?	1%	7%
O=C(O)c1cccc(COCC(F)(F)C(F)F)c1	6%	2%	0%
C=CCN(c1ccccc1)S(=O)(=O)c1cccc(C(=O)OCC(=O)NCCOC)c1	6%	-17%	3%
CC1CCc2nn(CC(=O)NCc3ccc4c(c3)OCO4)cc2C1 (stereo not given)	0%	-6%	1%
Cc1cccn2c(CNC3CCCc4ccccc43)c(C(=O)N3CCCCC3)nc12 (stereo not given)	-9%	18%	2%
O=C(Nc1cccc(C(F)(F)F)c1)Nn1cnnc1	-11%	-7%	3%[56.1 µM]
CN1/C(=C\C(=O)Nc2cccnc2)c2ccccc2CC1(C)C	0%	10%	-1%
O=C(Nc1ccc(N2CCN(C(=O)c3ccco3)CC2)cc1)C(c1ccccc1)c1ccccc1	2%	20%	7%
O=C(NCCN1CCOCC1)c1cn(CCc2ccccc2)nn1	-10%	9%	2%
COc1ccc(-n2ncc3c(N4CCC(C(N)=O)CC4)ncnc32)cc1	20%	-6%	3%
CC(C)c1c(Cl)c(O)c(-c2ccccc2)c(=O)n1-c1ccc(F)cc1	-3%	3%	.
O=C(N[C@@H]1C/C=C\C[C@@H](CC(=O)N(CCO)Cc2ccccc2)C(=O)NC[C@H](c2ccccc2)OC1=O)OCC1c2ccccc2-c2ccccc21	.	13%	-5%
CC(C)COCc1ccc(O)c2ncccc12	0%	-20%	5%

Some of these compounds in order of formula weight, falling:
SMILES	N370S GC	FEN1 inhibitor	TDP1 inh
O=C(N[C@@H]1C/C=C\C[C@@H](CC(=O)N(CCO)Cc2ccccc2)C(=O)NC[C@H](c2ccccc2)OC1=O)OCC1c2ccccc2-c2ccccc21	.	13%	-5%
Cc1cc(NC(=O)CCc2nc3cccnc3n2Cc2cccs2)ccc1Br	.	8%	6%
COc1cccc(CNS(=O)(=O)c2ccc(N3CCCC3=O)cc2)c1	-20%	4%	0%
COc1ccc(-n2ncc3c(N4CCC(C(N)=O)CC4)ncnc32)cc1	20%	-6%	3%
CCCNc1nc(N2CCOCC2)nc(N2CCOCC2)n1	4%	4%	-2%

More structures
SMILES	N370S GC	FEN1 inhibitor	TDP1 inh
O=C(O)c1c2c(nc3ccc(F)cc13)CCC2	3%	-17%	-3%
CCC(=O)NS(=O)(=O)c1cccnc1Nc1ccccc1Cl	5%	-8%	2%
COc1ccc(C(=O)Cn2cnc3ccccc3c2=O)c(OC)c1	-15%	-1%	3%
Cc1cccc(OCC(=O)Nc2ccccc2OCc2cc(=O)n3ccccc3n2)c1	.	12%	5%
O=[N+]([O-])c1ccccc1S(=O)(=O)n1cnc2ccccc21	-17%	-2%	6%

From PubChem BioAssay
